Source: PubChem BioAssay (National Center for Advancing Translational Sciences (NCATS))
PKM2 act – qHTS Assay for Activators of Human Muscle isoform 2 Pyruvate Kinase | actives 0.34% (n = 260,000) | Pyruvate kinase PKM (Homo sapiens), P14618 | Potency, µM (titrated, usually from 57.5 µM), for inactives: at the highest dose activation, hits mostly activators | purified PKM2, Kinase-Glo ATP luminescence, activation; response scale: 0% is enzyme alone, no compound; note: potency is the fitted concentration of half-maximal effect; % is set by controls: 0 for no effect and ±100 for the full control effect; nearly all actives have a fitted effect of over 55% in size
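Kinase-Glo luminescence reports ATP generated from ADP (0.1 mM) and PEP (0.5 mM) by purified hPK-M2 after 1 h at room temperature, pH 7.2 imidazole buffer; intermediate enzyme activity allows detecting inhibitors and activators.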
RORg inh – qHTS for inhibitors of ROR gamma transcriptional activity; Nuclear receptor ROR-gamma (Mus musculus), P51450; actives 5.4% (n = 310,000); Drosophila S2 Gal4-RORgamma UAS-luciferase reporter, 20 h; Potency, µM (top dose mostly 53.6 µM), for the others: top-dose activity change, negative = inhibition, most hits filed as inhibitors; note: potency is the fitted concentration of half-maximal effect; % is set by controls: 0 for no effect and ±100 for the full control effect; nearly all actives have a fitted effect of over 60% in size
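Using a luciferase readout, inhibitors were identified by reduced reporter activity in Drosophila cells coexpressing a copper-inducible Gal4–ROR gamma fusion and UAS-driven Photinus luciferase, incubated 20 hr after 700 uM copper sulfate.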
KCNH2 3.1 block – qHTS for Inhibitors of KCHN2 3.1: Mutant qHTS; Potassium voltage-gated channel subfamily H member 2, brain isoform KCNH2 3.1 (human); U2OS KCNH2 3.1, thallium flux FluxOr; stronger effect = lower value; activity change, % (tested at about 1.8 µM); actives 0.95% (n = 340,000); AID 720553, 2013;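 active = maximum activity change below -70%; inconclusive = maximum activity change from -70% to -50%; inactive = maximum activity change above -50%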;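 note: thallium influx rate constant from kinetic fluorescence after stimulation buffer; % is set by controls: 0 for no effect and ±100 for the full control effect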
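U2OS cells transduced with KCNH2 3.1 mutant virus (1.77 x 10^8 /mL, 4 h), plated overnight at 37 C, loaded 45 min with FluxOr dye plus Red40 quencher. Thallium flux rate constant from kinetic reads after stimulation buffer, normalised to controls.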
FLuc counter – qHTS profiling assay for firefly luciferase inhibitor/activator using purifed enzyme and Km concentrations of substrates (counterscreen for miR-21 project); Luciferin 4-monooxygenase (Photinus pyralis), P08659; actives 6.9% (n = 360,000); Potency, µM (highest dose often 57.5 µM), for inactives: at the top dose activity change, negative = inhibition, usual class: inhibitors; purified FLuc, Km substrates, luminescence inhibition;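 note: potency is the fitted concentration of half-maximal effect; plate controls were vehicle for no effect and reference inhibitor for full effect; nearly all actives have a fitted effect of over 55% in size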
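Biochemical qHTS of compounds, final roughly 60 µM downward over six points, against 10 nM purified firefly luciferase using Km concentrations of substrates (10 uM D-luciferin, 10 uM ATP) in Tris acetate pH 7.5 buffer; luminescence output.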
MBNL1-CUG inh – qHTS Assay for Inhibitors of MBNL1-poly(CUG) RNA binding | Muscleblind-like protein 1 (Homo sapiens), Q9NR56 | TR-FRET MBNL1-His/biotin-(CUG)12 binding, 665/545 ratio | Potency, µM (doses to about 57.5 µM), for the others: top-dose activity change, negative = inhibition, actives largely listed as inhibitors | actives 0.036% (n = 280,000) | AID 2675, 2010; active = well fitted inhibition curve with a large enough effect in the signal ratio, with a control signal flat, not every such curve was filed as active; inconclusive = small, poorly fitted or top-dose-only effect, or effect the other way, or a change in a side signal; inactive = no such curve, though single readings can be large or run the other way; the % refers to the signal ratio; note: potency is the fitted concentration of half-maximal effect; % is set by controls: 0 for no effect and ±100 for the full control effect
Target sequence (Q9NR56 whole entry, looked up): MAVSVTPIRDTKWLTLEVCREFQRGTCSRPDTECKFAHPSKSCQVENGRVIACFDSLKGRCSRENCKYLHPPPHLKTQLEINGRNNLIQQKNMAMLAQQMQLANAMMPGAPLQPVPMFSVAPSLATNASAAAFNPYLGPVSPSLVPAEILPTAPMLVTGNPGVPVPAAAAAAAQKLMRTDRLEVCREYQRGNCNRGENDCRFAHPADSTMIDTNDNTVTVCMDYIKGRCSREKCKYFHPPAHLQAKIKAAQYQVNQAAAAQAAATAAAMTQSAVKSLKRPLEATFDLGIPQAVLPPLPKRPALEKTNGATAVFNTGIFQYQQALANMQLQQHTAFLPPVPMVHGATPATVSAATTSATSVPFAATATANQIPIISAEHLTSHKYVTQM
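Ratiometric TR-FRET (665 over 545 nm, excitation 340 nm) tracks disruption of MBNL1-His/biotin-(CUG)12 complex after 60 min at room temperature, with compounds at 92 nM to 58 uM final.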
VP16 counter – VP16 counterscreen qHTS for inhibitors of ROR gamma transcriptional activity; actives 3.5% (n = 310,000); Potency, µM (doses to about 53.6 µM), without a hit: top-dose activity, negative = inhibition, actives largely listed as inhibitors; Drosophila S2 Gal4-VP16 UAS-luciferase, luminescence, 20 h; AID 2546, 2010;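 note: Gal4-VP16 expression switched on by copper sulfate through the metallothionein promoter; potency is the fitted concentration of half-maximal effect; % is set by controls: 0 for no effect and ±100 for the full control effect; nearly all actives have a fitted effect of over 50% in size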
Mito fusion act – qHTS Assay for Small Molecule Inhibitors of Mitochondrial Division or Activators of Mitochondrial Fusion. S. cerevisiae fusion-defective mutant growth rescue, CellTiterGlo 48 h. Potency, µM (doses to about 46.1 µM), for the others: at the highest dose growth rescue (activation), hits mostly activators. actives 0.23% (n = 320,000);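 note: potency is the fitted concentration of half-maximal effect; % of control where 0% means no effect; nearly all actives have a fitted effect of over 45% in size; temperature-sensitive fusion mutants such as fzo1-1 at 37 °C on non-fermentable ethanol glycerol medium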
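Read-out: ATP-based luminescence (CellTiterGlo, 10 min ambient) reporting growth of fusion-defective ts yeast after 48 hours at 37C on glycerol/ethanol YPEG medium in the presence of compound.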
Rab9 promoter act – qHTS Assay for Rab9 Promoter Activators | Huh7 Rab9 promoter-luciferase reporter, luminescence, 24 h | Potency, µM (highest dose often 9.22 µM), without a hit: top-dose activation, negative = inhibition, usual class: activators | actives 2.8% (n = 320,000) | AID 485297, 2010; note: potency is the fitted concentration of half-maximal effect; % of control where 0% means no effect; nearly all actives have a fitted effect of over 60% in size
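Using Huh7 cells stably transfected with Rab9 promoter–luciferase, compounds were incubated 24 h at 37 °C, 5% CO2; luciferase luminescence was read 10 min after reagent addition.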
ELG1 DNA repair – qHTS screen for small molecules that inhibit ELG1-dependent DNA repair in human embryonic kidney (HEK293T) cells expressing luciferase-tagged ELG1 | HEK293T ELG1-luciferase reporter, luminescence, 16 h; DNA damage induced by 5-fluorouridine | Potency, µM (highest dose often 46.1 µM), without a hit: at the highest dose activity change, negative = inhibition, usual class: inhibitors | actives 2.3% (n = 330,000) | AID 504467, 2011; note: potency is the fitted concentration of half-maximal effect; % is set by controls: 0 for no effect and ±100 for the full control effect; nearly all actives have a fitted effect of over 55% in size
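Luminescence from the luciferase reporter, measured 30 min after ONE-Glo reagent at room temperature, was the read-out. Beforehand, 2,000 cells per well were exposed for 16 hr at 37 °C to 5-fluorouridine together with compound or vehicle.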
Menin-MLL TR inh – qHTS Assay for Inhibitors Targeting the Menin-MLL Interaction in MLL Related Leukemias: Competition With Texas Red Labeled MLL-derived Mutant Peptide | Menin + Texas Red MLL mutant peptide, fluorescence polarization | Potency, µM (doses to about 61.6 µM), without a hit: at the highest dose FP activity change, negative = inhibition, hits mostly inhibitors | actives 0.23% (n = 270,000); active = well fitted inhibition curve with a large enough effect in the polarisation, with a control signal flat, not every such curve was filed as active; inconclusive = small, poorly fitted or top-dose-only effect, or effect the other way, or a change in a side signal; inactive = no such curve, though single readings can be large or run the other way; the % refers to the polarisation; note: potency is the fitted concentration of half-maximal effect; % of control where 0% means no effect; many of its hits are not listed in these tables
Target sequence (O00255 whole entry, looked up): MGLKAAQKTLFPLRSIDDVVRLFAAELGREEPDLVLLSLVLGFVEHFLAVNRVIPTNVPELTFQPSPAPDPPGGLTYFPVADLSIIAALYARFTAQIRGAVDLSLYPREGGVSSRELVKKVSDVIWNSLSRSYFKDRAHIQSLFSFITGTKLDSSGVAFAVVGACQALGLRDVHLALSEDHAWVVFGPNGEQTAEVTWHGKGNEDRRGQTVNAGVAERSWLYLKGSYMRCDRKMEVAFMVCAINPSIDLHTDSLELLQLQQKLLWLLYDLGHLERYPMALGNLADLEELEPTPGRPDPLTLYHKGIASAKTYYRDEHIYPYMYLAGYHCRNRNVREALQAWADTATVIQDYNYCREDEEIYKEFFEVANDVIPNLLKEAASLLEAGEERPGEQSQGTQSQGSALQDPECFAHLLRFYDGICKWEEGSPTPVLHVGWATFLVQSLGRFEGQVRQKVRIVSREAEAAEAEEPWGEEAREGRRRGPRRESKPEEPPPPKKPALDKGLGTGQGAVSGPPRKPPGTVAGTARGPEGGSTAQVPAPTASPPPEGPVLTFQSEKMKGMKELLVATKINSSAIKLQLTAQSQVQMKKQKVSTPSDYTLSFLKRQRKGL
NPC1 prom act – qHTS Assay for NPC1 Promoter Activators; AID 485313, 2010; actives 2.4% (n = 320,000); Huh7 NPC1 promoter luciferase reporter, 24 h; Potency, µM (highest dose often 9.22 µM), for inactives: top-dose activation, hits mostly activators;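 note: potency is the fitted concentration of half-maximal effect; % of control where 0% means no effect; nearly all actives have a fitted effect of over 60% in size; reporter is driven by a mutant NPC1 promoter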
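Cells: Huh7 expressing luciferase under the NPC1 promoter, 1500/well. Seeded 2 h, compound added, incubated 24 h at 37 °C. Luciferase reagent, 10 min ambient, then luminescence.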
* marks the source's active call; other numbers are inactive results; ? = inconclusive; . = not tested or not shown; [ ] = another dose, or the depositor's remark. Unless noted, calls come from the whole dose curve; as a rule, active = well fitted curve in the direction sought with a large enough effect; inconclusive = small, poorly fitted or top-dose-only effect, or another doubt; inactive = no such curve, though single readings can be large; an effect the other way counts as inactive or inconclusive. This is a subset; the hit share may differ from the screen's.

molecule | PKM2 act | RORg inh | KCNH2 3.1 block | FLuc counter | MBNL1-CUG inh | VP16 counter | Mito fusion act | Rab9 promoter act | ELG1 DNA repair | Menin-MLL TR inh | NPC1 prom act
CCn1c(COc2ccc3c(c2)OCO3)nnc1SCC(=O)c1ccccc1 | 24% | 13% | -7 | 8% | -3% | 13µM* | -4% | 0% | ? | ? | -2%
COC(=O)N/N=C(\C)c1ccc(-n2ccnc2)cc1 | -1% | 24% | 4 | -13% | . | -11% | -3% | 17% | ? | -18% | -4%
COc1ccc(CC(=O)NCc2nnc(SCCOc3ccccc3)n2C)cc1 | 4% | 26% | -1 | 3% | -2% | 10% | -2% | 0% | -29% | ? | -1%
CC[C@@H](CCC=C(C)C)C(=O)N(Cc1ccccc1)c1ccccc1 | . | . | -4 | 0% | . | . | 23% | -6% | 23% | . | -2%
Cc1cccc(N(C(=O)CCC(=O)Nc2cc(C)on2)C(C(=O)NC2CCCC2)c2ccccc2)c1 (centres undefined) | 4% | ? | -10 | 2% | -4% | 7% | 6% | 0% | 0% | -18% | -3%
C=CCNC(=O)c1cccn1-c1ccsc1C(=O)OC | 1% | -17% | 11 | 5% | 3% | -8% | 0% | 0% | 0% | 8% | -6%
COc1cc(OC)c(C(=O)Nc2ccc(C(=O)c3ccccc3)cc2)cc1OC | 0% | 44% | 13 | ? | -4% | -7% | 1% | 7% | ? | 22% | 2%
O=[N+]([O-])c1cccnc1N1CCN(c2ccc(F)cc2)CC1 | -2% | 26% | 4 | -2% | ? | 0% | 3% | 1% | 4% | -11% | 0%
Cc1c(NC(=O)c2ccc(S(=O)(=O)N3CC(C)OC(C)C3)cc2)c(=O)n(-c2ccccc2)n1C (centres undefined) | 3% | 13% | -6 | 2% | -6% | 4% | -1% | -10% | 13% | 9% | -4%
CCOC(=O)c1ccc(NC(=S)NCCC2=CCCCC2)cc1 | -4% | 2.8µM* | 5 | 7% | ? | 3.2µM* | -4% | 4% | -25% | -4% | -1%

Record cards (already shown). Values in the order: PKM2 act | RORg inh | KCNH2 3.1 block | FLuc counter | MBNL1-CUG inh | VP16 counter | Mito fusion act | Rab9 promoter act | ELG1 DNA repair | Menin-MLL TR inh | NPC1 prom act
O=[N+]([O-])c1cccnc1N1CCN(c2ccc(F)cc2)CC1 in the list: -2% | 26% | 4 | -2% | ? | 0% | 3% | 1% | 4% | -11% | 0%
Cc1c(NC(=O)c2ccc(S(=O)(=O)N3CC(C)OC(C)C3)cc2)c(=O)n(-c2ccccc2)n1C (centres undefined) in the list: 3% | 13% | -6 | 2% | -6% | 4% | -1% | -10% | 13% | 9% | -4%

The listing continues.
molecule | PKM2 act | RORg inh | KCNH2 3.1 block | FLuc counter | MBNL1-CUG inh | VP16 counter | Mito fusion act | Rab9 promoter act | ELG1 DNA repair | Menin-MLL TR inh | NPC1 prom act
Cc1cc(C(=O)N/N=C/c2cc(Br)cc(Br)c2OC(=O)c2cccc(F)c2)n[nH]1 | 2% | 3.5µM* | -2 | -1% | 3% | -27% | 2% | -35%[inhibitor] | ? | -1% | -37%[inhibitor]
Cc1cc(CSc2ccccc2)ccc1NC(=O)c1ccc(CN2CCOCC2)cc1 | -1% | ? | -8 | -4% | -2% | ? | 5% | -27% | 2% | 3% | -26%
COc1ccc(Cn2c(=O)[nH]c3cc(C(=O)NCCCN4CCCCC4)ccc3c2=O)cc1 | 2% | 2% | -4 | 2% | -8% | -5% | 0% | 0% | -27% | -17% | -1%
COCCNC(=S)c1ccc(Br)cc1 | -2% | 8% | -4 | -16% | 1% | -6% | -3% | -1% | 14% | 8% | -2%
O=C(Nc1ccccc1)c1cc2ccccc2o1 | -62% | ? | 9 | 1.2µM* | -2% | -26% | -2% | 1.6µM* | ? | 14% | 2.8µM*
CS(=O)(=O)N(Cc1ccc(Cl)cc1)c1ccc(C(=O)NCCSCc2ccco2)cc1 | 10% | 0% | -15 | 1% | 0% | -1% | 4% | 0% | ? | 17% | -2%
COc1ccc(C(=O)N2CC3(C)C4CCC3(C)C2(C#N)C4)cc1OC (centres undefined) | -4% | 17% | -11 | 4% | 2% | 12% | -1% | 0% | -8% | -2% | -1%
CCc1nnc(NC(=O)CSc2nccn2-c2cc(C)cc(C)c2)s1 | 0% | 18µM* | -11 | 4% | 3% | ? | 4% | -6% | ? | -8% | -3%
COC(=O)c1ccc(C2C(C#N)=C(N)Oc3cc(O)ccc32)cc1 (centres undefined) | 1%[11.5 µM] | 35% | -13 | -1% | ? | 4% | 0% | 0% | -11% | 46%[activator] | 0%
Cc1ccc(NC(=S)Nc2c(C)n(C)n(-c3ccccc3)c2=O)cc1Cl | 2% | -37% | 2 | -2% | 0% | 3% | -3% | -7% | 12% | 5% | 0%

Some values from above.
For FLuc counter, CCn1c(COc2ccc3c(c2)OCO3)nnc1SCC(=O)c1ccccc1 has the entry 8%
For Menin-MLL TR inh, Cc1c(NC(=O)c2ccc(S(=O)(=O)N3CC(C)OC(C)C3)cc2)c(=O)n(-c2ccccc2)n1C (centres undefined) has the entry 9%

Other compounds
molecule | PKM2 act | RORg inh | KCNH2 3.1 block | FLuc counter | MBNL1-CUG inh | VP16 counter | Mito fusion act | Rab9 promoter act | ELG1 DNA repair | Menin-MLL TR inh | NPC1 prom act
Cc1ccn2c(=O)nc(SCC(=O)Nc3cc(C)on3)nc2c1 | . | . | -1 | 0% | . | . | 0% | 0% | 9% | . | -1%
O=C(O)C1CCCCC1C(=O)Nc1cccc(C(=O)N2CCCCC2)c1 (centres undefined) | -1% | -3% | -1 | 3% | -3% | -9% | -2% | -2% | 3% | 1% | -4%
Cc1ccc(NC(=O)CN2CCCN(S(=O)(=O)c3ccc(Br)s3)CC2)cc1 | 6% | 21% | -42 | 2% | -3% | -2% | 8% | 0% | ? | -1% | 2%
COc1ccc(C(=O)NC(=S)Nc2ccc3[nH]c(=O)[nH]c3c2)cc1 | . | -1% | -8 | 1% | 21% | -6% | 0% | -2% | 9% | -29% | -23%
Cc1ccc(S(=O)(=O)Nc2ccc3oc(=O)sc3c2)c(C)c1 | ? | ? | . | 2% | ? | 4%[0.365 µM] | 23% | 3% | 0% | ? | -2%
N#Cc1ccc(N2CCOCC2)nc1 | -1% | -3% | 2 | -2% | -11% | -7% | -4% | -3% | 8% | . | -2%
COc1cc(/C=N/O)c(Br)cc1OCC(=O)Nc1ccccc1C | -2% | 27% | -15 | -4% | . | 1% | 7% | 3% | 0% | -11% | 9%
COc1ccc(Nc2nc3ccccc3n3cnnc23)cc1 | 7% | -14% | 0 | -13% | 7% | -18% | 14% | -3% | ? | . | -4%
S=C(NC1CCCCC1)N1CCN(c2ccccn2)CC1 | 3% | -17% | -5 | 6% | . | 0% | 1% | -1% | 0% | 14% | -4%
CCOc1cc(/C=C2/NC(=O)NC2=O)cc(Br)c1OCc1ccc(C(=O)O)cc1 | -7% | -1% | -21 | -15% | 8% | -10% | -6% | 2% | -8% | 30%[activator] | -5%
CCOc1ccc(N/C(SCc2cccc([N+](=O)[O-])c2)=C(/C#N)C(N)=O)cc1 | -1% | -2% | -34 | -16% | 15% | -8% | 21% | 1% | 2% | -4% | -2%
c1ccc2c(Nc3nc(-c4ccncc4)nc4ccccc34)cccc2c1 | 6% | 25% | 5 | 5% | 0% | -23% | -6% | 0% | ? | . | 9%
